# IMPase inh = membrane-permeable compound that blocks inositol monophosphatase | AID 901 | inhibition (IP1 accumulation), % at 46.1 µM | CHO-M1 cells, IP1 accumulation, HTRF TR-FRET ratio | 120,000 tested, under 10 active | P97697; active means well fitted curve in the direction sought with a large enough effect in the signal ratio, not every such curve was filed as active; inconclusive means small, poorly fitted or top-dose-only effect, or a change in a side signal; inactive means no such curve, though single readings can be large or run the other way; the % refers to the signal ratio;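 further: cells stimulated with carbachol in lithium chloride buffer; plate controls were DMSO basal wells for no effect and reference inhibitor wells for full effect; higher means more IMPase inhibition seen as more IP1 and lower FRET ratio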
# Target sequence (P97697 whole entry, looked up): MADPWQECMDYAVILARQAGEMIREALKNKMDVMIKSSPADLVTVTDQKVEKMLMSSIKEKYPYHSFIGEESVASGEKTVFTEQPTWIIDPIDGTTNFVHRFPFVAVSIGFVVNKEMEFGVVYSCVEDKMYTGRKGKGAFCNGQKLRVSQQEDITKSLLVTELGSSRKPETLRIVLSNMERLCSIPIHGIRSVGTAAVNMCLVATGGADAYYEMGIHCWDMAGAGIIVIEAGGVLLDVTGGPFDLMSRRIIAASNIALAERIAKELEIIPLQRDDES
#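 Carbachol-driven Gq signalling in CHO-M1 cells (2000/well) generates IP1. Compounds that block IMPase raise IP1 and so reduce the FRET signal from Eu-anti-IP1 and d2-IP1 after a 10 min room-temperature lysis.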
# ALOX15B inhib = inhibitors of human 15-lipoxygenase 2 (ALOX15B) | O15296 | purified 15hLO-2, xylenol orange hydroperoxide absorbance | Potency, µM (titrated, usually from 57.1 µM), for inactives: at the top dose activity change, negative = inhibition, actives largely listed as inhibitors | actives 0.56% (n = 110,000) | AID 881; further: potency means the concentration at half of the fitted maximal effect; nearly all actives have a fitted effect of over 60% in size; many of its hits are not listed in these tables
#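 Enzyme 50 nM, AA 45 uM, 25 mM Hepes pH 7.5 + 0.01% Triton X-100; cpd preinc 15 min RT, rxn 90 min RT; stop/detect with 200 uM XO + 300 uM Fe(II) in 50 mM H2SO4, 30 min; A573/A405.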
# ALOX12 inhib = blocks human 12-lipoxygenase activity | P18054 | purified 12-hLO, xylenol orange hydroperoxide absorbance | Potency, µM (series often up to 57.1 µM), for inactives: at the top dose activity change, negative = inhibition, hits mostly inhibitors | actives 0.12% (n = 150,000); further: potency means the concentration at half of the fitted maximal effect; nearly all actives have a fitted effect of over 55% in size; many of its hits are not listed in these tables
# Target sequence (P18054 whole entry, looked up): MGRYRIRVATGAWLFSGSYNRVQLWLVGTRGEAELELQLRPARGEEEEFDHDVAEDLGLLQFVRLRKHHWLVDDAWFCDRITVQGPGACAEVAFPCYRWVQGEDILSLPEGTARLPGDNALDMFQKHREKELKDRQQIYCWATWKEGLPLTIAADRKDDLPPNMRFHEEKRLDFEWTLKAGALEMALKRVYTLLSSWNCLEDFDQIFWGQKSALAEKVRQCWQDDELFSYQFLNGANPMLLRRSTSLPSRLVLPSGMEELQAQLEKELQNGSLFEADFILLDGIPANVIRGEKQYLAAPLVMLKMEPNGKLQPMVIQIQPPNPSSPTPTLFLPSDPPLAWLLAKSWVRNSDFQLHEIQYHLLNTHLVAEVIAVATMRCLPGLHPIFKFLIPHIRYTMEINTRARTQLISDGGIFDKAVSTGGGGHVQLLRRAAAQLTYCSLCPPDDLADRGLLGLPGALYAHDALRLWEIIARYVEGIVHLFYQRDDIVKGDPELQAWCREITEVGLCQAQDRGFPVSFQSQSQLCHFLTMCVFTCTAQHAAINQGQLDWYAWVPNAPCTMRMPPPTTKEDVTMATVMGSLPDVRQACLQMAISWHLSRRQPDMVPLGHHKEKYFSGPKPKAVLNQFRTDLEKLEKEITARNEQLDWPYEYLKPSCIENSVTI
#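 Hydroperoxide output read as Fe(III)-xylenol orange absorbance, 573-to-405 nm ratio, after 30 min reaction with 40 uM arachidonic acid. Enzyme: 150 nM purified human 12hLO, 15 min compound preincubation; 25 mM Hepes pH 7.0, room temperature.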
# PNC inhibitor = perinucleolar compartment assembly inhibition; PC3M PTB-GFP, PNC prevalence imaging, 16 h; active compounds read low; activity change (PNC), negative = inhibition, % at 10 µM; actives 3.1% (n = 140,000);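 active means readout at or below -70, meaning at least 70% loss of cells showing the perinucleolar compartment, a nuclear body marking cancer cells; inconclusive means readout between -30 and a set limit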;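 further: plate controls were DMSO wells for no effect and camptothecin positive control wells for full effect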
#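 Compounds are pinned in duplicate onto adhered PC3M cells stably expressing GFP-tagged PTB and incubated 16 h at 37 C. Cells are then fixed, nuclei stained with Hoechst, and PNC-positive cells counted.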
# * hit, by the source's call; u = inconclusive; x = no result given; [ ] = another dose, or the depositor's remark. Unless noted, the call rests on the fitted dose curve; in most records, active means well fitted curve in the direction sought with a large enough effect; inconclusive means small, poorly fitted or top-dose-only effect, or another doubt; inactive means no such curve, though single readings can be large; an effect the other way counts as inactive or inconclusive. Unless noted, on the % scale 0 is the no-effect control and ±100 the full control effect. A portion of the library; the hit share may differ from the screen's.
molecule | IMPase inh | ALOX15B inhib | ALOX12 inhib | PNC inhibitor
COc1ccc2c(c1)OCC(Cc1ccc(OC)c(OC)c1)C2=O (stereo not given) | x | 2% | -1% | x
COc1ccc(C(=O)N=c2c(C#N)cc3c(=O)n4cccc(C)c4nc3n2Cc2ccco2)cc1 | -2 | -6% | -2% | 36
CC(=O)Nc1ccc(C(=O)N2CCN(C(=O)c3ccco3)CC2)cc1 | 8 | 0% | 8% | u
COc1cc2nc(C3CCC3)n(NC(=O)C3CCC(OC)CC3)c(=O)c2cc1OC (stereo not given) | -14 | 6% | -2% | -20
CCOC(=O)C1CCN(CC(=O)c2c(C)[nH]c3ccccc23)CC1 | 21 | -3% | 6% | u
O=C(COC(=O)C12CC3CC(CC(C3)C1)C2)NCc1ccco1 | -3 | -8% | -4% | 3
CCCOc1ccc(N2C(=O)CC(N3CCC(O)(c4cccc(C(F)(F)F)c4)CC3)C2=O)cc1 (stereo not given) | 14 | -6% | -3% | -28
CN1CCC(N(C)C(=O)c2ccccc2Nc2ccc(SC(F)F)cc2)CC1 | u | 21% | 4% | u
COc1ccc(-c2cc(-c3cccs3)c(C#N)c(SCC(=O)NCc3ccccc3OC)n2)cc1 | 4 | -23% | 0% | 55
CCn1c(C)c(C(C)=O)c(N2CCN(c3ccc(F)cc3)CC2)nc1=S | -3 | -7% | -6% | 8
CCOC(=O)C(=NC(C)CC)NNc1ccc(Br)cc1 (stereo not given) | x | x | -24% | 17
CC(C)(C)NC(=O)c1cc(Cl)ccc1[N+](=O)[O-] | -7 | x | -2% | 37
C=CCn1c(O)c(N=NC(=S)Nc2ccc(OC)cc2)c2ccccc21 | x | x | 5% | -6
OC(CN1CCOCC1)Cn1c(-c2cccc(Cl)c2)nc2ccccc21 (stereo not given) | 1 | -2% | 3% | 2
C=CCn1c(=O)c2c(C)c(C)sc2n2c(Nc3ccccc3)nnc12 | 5 | -17% | -15% | 53
CCN1CCN(CNC(=O)c2cnccn2)CC1 | -1 | 3% | 2% | 19
Cc1noc(C)c1COC(=O)Cc1ccc(Cl)cc1 | 8 | 3% | -16% | 23
CCc1nc2oc3ccccc3c(=O)c2c(=O)n1CCOC | -5 | -1% | -2% | -24
O=C(Oc1nsnc1N1CCOCC1)N(c1ccccc1)c1ccccc1 | 15 | -3% | -11% | u
CCCCSc1nc2ccc(Nc3nc(N4CCOCC4)nc(N4CCOCC4)n3)cc2s1 | 6 | 36%[activator] | 2% | -5
CCOC(=O)c1ccc(NC(=O)CSc2nnc(-c3ccncc3)n2C)cc1 | -15 | 3% | 4% | -1
O=C(NCc1ccco1)C1CCN(C(=O)c2cc3sccc3n2Cc2ccc(F)cc2)CC1 | 10 | -14% | -7% | u
Cc1nn(S(=O)(=O)N(C)C)c(C)c1CN1C(=O)c2ccccc2C1=O | 2 | -6% | -3% | -7
CCC(C)n1c(SCC(=O)NC(=O)Nc2ccc3c(c2)OCCO3)nc2ccccc2c1=O (stereo not given) | 9 | -28% | 3% | -23
CC1(C(=O)CSc2n[nH]c(-c3ccccc3Cl)n2)CCC(=O)O1 (stereo not given) | -9 | 22% | -1% | 151
Cc1cc2nc(C)c(Cc3ccccc3)c(=O)n2[nH]1 | 1 | -8% | -2% | u
COc1ccc(C(=O)NC(=S)Nc2cccc(NC(=O)c3ccco3)c2)cc1[N+](=O)[O-] | u | x | 1% | -6
Cc1cccc(NC(=O)CSc2nnc(CNC(=O)c3ccc(S(=O)(=O)N(C)C)cc3)n2-c2cccc(C)c2)c1 | x | x | -1% | 28
Cc1cc(C)n(-c2c(F)c(F)c(CO)c(F)c2F)n1 | -5 | 1% | -5% | 24
CC(C)N(Cc1nc(-c2ccccc2)no1)C(=O)CSc1ccccc1 | 7 | -1% | -6% | -10
Cc1[nH]c2ccccc2c1C(=O)COC(=O)c1c(-c2c(F)cccc2Cl)noc1C | 6 | x | 0% | u
COC(=O)c1cnn(-c2cc(Oc3ccccc3)ncn2)c1N | -6 | 9% | -2% | -26
COc1ccc(OCCC(=O)Nc2cc(C)on2)cc1 | 9 | -2% | 1% | 18
COc1cccc(-n2nc(-c3ccnn3-c3ccc(C)cc3)c(=O)n(C)c2=O)c1 | 5 | -6% | 4% | u
O=S(=O)(c1cccc(-c2cn3cccnc3n2)c1)N1CCCCCC1 | -3 | 0% | -3% | -6
COC(=O)c1ccc(CSc2nc3c(cnn3-c3ccc(C)c(C)c3)c(=O)[nH]2)o1 | 15 | x | -1% | 2
COc1ccc2[nH]cc(CCNc3ncncc3-c3ccccc3CN(C)C)c2c1 | x | 50%[activator] | 2% | x
CC(C)[C@H](NC(=O)c1ccccc1)C(=O)OCC(=O)NCCC1=CCCCC1 | x | x | 1% | 1
COc1ccc(-c2coc3c(CN4CCCCC4)c(O)c(CN4CCCCC4)c(O)c3c2=O)cc1 | 13 | 21% | -6% | -25
COc1ccccc1Oc1c(C)oc2c(CN3CCN(C)CC3)c(O)ccc2c1=O | -10 | -7% | -4% | -2
Cc1ccccc1Nc1nc(CSc2nnc(-c3ccoc3C)n2C)cs1 | -4 | -5% | -10% | -13
C[C@@H]1NC(=O)c2cc([N+](=O)[O-])cc(I)c2NCC[C@@H](C(N)=O)NC(=O)[C@H](CC(N)=O)NC1=O | x | x | -10% | -103*
Nc1c2c(nc3ccccc13)CCCC2 | 7 | 1%[0.0915 µM] | -2%[0.00818 µM] | 4
COc1ccccc1NCCC(=O)OCC(=O)NC1CC1 | 14 | x | -1% | 29
COc1cc(/C=C/C(=O)Nc2ccc(C)cc2)cc(OC)c1OC | x | x | 2% | 24

# Molecules listed so far containing a cyano group (two):
molecule | IMPase inh | ALOX15B inhib | ALOX12 inhib | PNC inhibitor
COc1ccc(C(=O)N=c2c(C#N)cc3c(=O)n4cccc(C)c4nc3n2Cc2ccco2)cc1 | -2 | -6% | -2% | 36
COc1ccc(-c2cc(-c3cccs3)c(C#N)c(SCC(=O)NCc3ccccc3OC)n2)cc1 | 4 | -23% | 0% | 55

# Next part.
molecule | IMPase inh | ALOX15B inhib | ALOX12 inhib | PNC inhibitor
COc1cccc(CNS(=O)(=O)c2cc(Br)cc3c2N(C(C)=O)C(C)C3)c1 (stereo not given) | 4 | 2% | -2% | -2
CCc1cc(-c2n[nH]c(C)c2-c2nc3ccccc3n2C)c(O)c(CN2CCN(C)CC2)c1O | -1 | 51%[activator] | 0% | -6
c1ccc2c(-c3c[nH]c4ccccc34)c3ccccc3nc2c1 | 15 | -1% | -3% | -30
O=S(=O)(c1cnccc1N1CCN(/N=C/c2ccccc2)CC1)N1CCCCC1 | 6 | 30%[activator] | -2% | -1
CCC(C)Oc1nc2ccccc2nc1NS(=O)(=O)c1ccccc1 (stereo not given) | -10 | 6% | -5% | u
COC(=O)c1ccccc1NC(=O)/C=N/O | 5 | -7% | -6% | 12
C=CCNC(=O)COc1ccc(S(=O)(=O)Nc2ccc(OCC)cc2)cc1 | x | x | 0% | 34
Cc1ccc(/C=N/NC(=O)CN(Cc2ccccc2)S(=O)(=O)c2ccc3c(c2)OCCO3)cc1 | x | x | -10% | 16
COc1cc(OC)c2c(C)c(Cl)c(=O)oc2c1 | 1 | 12% | -9% | -19
COc1ccc2c(c1OC)C(=O)N1N=C(c3ccc(Br)cc3)CC21 (stereo not given) | -19 | x | 3% | -28
CCN1C(=O)/C(=C\c2ccncc2)SC1=Nc1ccc(C)c(C)c1 | x | x | 6% | 34
COC(=O)[C@@]1(Cc2ccc(F)cc2)[C@H]2c3cc(C(=O)N4CCCC4)n(CCc4c[nH]c5cc(F)ccc45)c3C[C@H]2CN1C(=O)c1ccccc1 | x | -9% | -6% | x
O=C(COC(=O)Cc1ccc(S(=O)(=O)N2CCOCC2)s1)Nc1ccc2c(c1)OCO2 | 5 | 2% | -27% | 5
O=C1OCc2cc(NC(=O)C34CC5CC(CC(C5)C3)C4)ccc21 | 21 | 2% | -5% | 12
Cc1ccc(/C(O)=C2\C(=O)C(=O)N(c3cc(C)on3)C2c2cccc(Br)c2)cc1 (stereo not given) | -10 | 32%[activator] | 5% | -6
CCC(C)N=C1CC(C)(C)CC(=O)/C1=C(/O)Cc1ccccc1 (stereo not given) | x | x | -1% | -29
C/C(=N\NC(=O)c1cccc(S(=O)(=O)Nc2ccccc2Cl)c1)c1ccco1 | x | x | 0% | 10
O=C(Nc1ccccc1N1CCOCC1)c1ccc([N+](=O)[O-])cc1 | 10 | -3% | -3% | 55
CCOC(=O)N1CCN(c2nc(-c3ccc(F)cc3)cs2)CC1 | -4 | 5% | -4% | 15
CCN(CC)C(=O)Cn1nnc(-c2ccc(C)o2)n1 | -1 | 7% | 0% | -3
COC(=O)c1ccc(CC(=O)c2nc3ccccc3s2)cc1 | x | x | -3% | -26
CC(C)CCN1CC(C(=O)NCCC2=CCCCC2)CC1=O (stereo not given) | 2 | 2% | -3% | u
Cc1ccc(C2CC(=O)NC(SCCC(C)C)=C2C#N)cc1 (stereo not given) | 14 | -6% | -6% | 1
COc1ccc(C2NC(=O)c3ccccc3N2)cc1OC (stereo not given) | -6 | 21% | -11% | -11
COc1ccc(Nc2ncc3c(n2)CC(c2ccc(C)cc2)CC3=O)cc1 (stereo not given) | 7 | 34%[activator] | -2% | 45
CCCC12CN(C(=O)c3ccc(OC)cc3)CC(C)(CN(C(=O)c3ccc(OC)cc3)C1)C2=O | 8 | -2% | -4% | u
NS(=O)(=O)c1ccc(NS(=O)(=O)c2ccc(NC(=O)c3ccc(-c4ccccc4)cc3)cc2)cc1 | -2 | x | 4% | 57
COc1cc2c(cc1OC)C(C(=O)NCc1ccco1)C(c1cccs1)N(C)C2=O (stereo not given) | -6 | -2% | 2% | -25
CC(C(=O)OCC(=O)Nc1ccc(S(=O)(=O)N2CCCCC2)cc1)N1C(=O)c2ccccc2C1=O (stereo not given) | 3 | -3% | -5% | 13
Cc1c(-c2ccccc2)oc2nc3c(c(=O)n(C)c(=O)n3C)n12 | u | 13% | -6% | -16
CC(C(=O)Nc1cccc([N+](=O)[O-])c1)N1CCN(C/C=C/c2ccccc2)CC1 (stereo not given) | 6 | x | -3% | u
Cc1nnc(NC(=O)CCCCCN2C(=O)C3C4C=CC(C4)C3C2=O)s1 (stereo not given) | u | 2% | 4% | 23
O=C(c1ccc(Br)o1)N1CCN(c2ccc3nnc(-c4ccccc4)n3n2)CC1 | 5 | -6% | -11% | 0
CN(C)C(CNS(=O)(=O)c1ccc(Cl)cc1)c1cccnc1 (stereo not given) | 6 | 2% | 7% | u
Cc1ccsc1C(=O)NNC(=O)C1CCCCC1C(=O)O (stereo not given) | 4[0.0738 µM] | x | 2% | u
CSc1nc(C)cc(-n2ccc(=O)[nH]c2=O)n1 | -1 | 1% | 1% | 41
CC(C)CNC(=O)c1coc(=O)c(Br)c1 | -5 | 3% | 2% | -27
COc1ccc(C(=S)Nc2ccc(C)cc2)cc1 | -6 | 8% | 4% | 128
O=S(=O)(c1ccccc1)N1CCC2(CCCN(Cc3cc(C(F)(F)F)cc(C(F)(F)F)c3)C2)CC1 | x | 5% | 0% | x
O=C(Nc1ccc(F)cc1)NC1CCCCC1 | -2 | -8% | 4% | 49
COc1ccc(NC(=O)c2ccccc2NS(=O)(=O)c2ccc(C)cc2)c([N+](=O)[O-])c1 | x | x | -3% | u
Cc1cc2oc(=O)cc(CN3CCN(Cc4ccc5c(c4)OCO5)CC3)c2cc1C | -21 | x | 1% | 44
Oc1ccc(-c2csc(-c3ccccc3)n2)cc1O | 8 | 4µM* | 13µM* | u
COc1ccc(Cc2nn3c(-c4ccccc4OC)nnc3s2)cc1 | 0 | -3% | -3% | -4
CCCc1cc(=O)oc2c(C)c(OCC(=O)c3ccc(N4CCCC4)cc3)ccc12 | 7 | u | -2% | 26
COc1ccccc1C(=O)Nc1ccc(C(=O)/C=C/c2cccs2)cc1 | x | x | 1% | 16

# High-throughput results deposited in PubChem BioAssay by National Center for Advancing Translational Sciences (NCATS).
